Source: PubChem BioAssay (National Center for Advancing Translational Sciences (NCATS))
TRHR agonist: qHTS for Small Molecule Agonists and Allosteric Enhancers of Human TRH Receptor: Primary Screen for Agonists; Thyrotropin-releasing hormone receptor (Homo sapiens), P34981; TRHR cells, calcium flux fluo-8, FDSS agonist mode; activation, % at 2 µM; actives 0.18% (n = 360,000); AID 493084, 2011; note: 0% is about no effect
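TRHR-expressing cells, plated overnight in medium with 10% serum, were loaded with fluo-8 calcium dye at room temperature. After a 10 s baseline, library compound was pin-added and calcium release was recorded kinetically (ex 480/em 530) as agonist response.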
RXFP1 antagonist: qHTS Assay for Antagonists of the Relaxin Receptor RXFP1. activity change, negative = inhibition, % at 57.5 µM. actives 0.59% (n = 350,000). HEK293-RXFP1, relaxin-stimulated cAMP HTRF, 30 min; hits give low values. AID 1259400, 2018. Relaxin receptor 1 (Homo sapiens), Q9HBX9;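 active = activity change of -60% or lower, but not beyond a set lower limit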; note: % is set by controls: 0 for no effect and ±100 for the full control effect
Target sequence (Q9HBX9 whole entry, looked up): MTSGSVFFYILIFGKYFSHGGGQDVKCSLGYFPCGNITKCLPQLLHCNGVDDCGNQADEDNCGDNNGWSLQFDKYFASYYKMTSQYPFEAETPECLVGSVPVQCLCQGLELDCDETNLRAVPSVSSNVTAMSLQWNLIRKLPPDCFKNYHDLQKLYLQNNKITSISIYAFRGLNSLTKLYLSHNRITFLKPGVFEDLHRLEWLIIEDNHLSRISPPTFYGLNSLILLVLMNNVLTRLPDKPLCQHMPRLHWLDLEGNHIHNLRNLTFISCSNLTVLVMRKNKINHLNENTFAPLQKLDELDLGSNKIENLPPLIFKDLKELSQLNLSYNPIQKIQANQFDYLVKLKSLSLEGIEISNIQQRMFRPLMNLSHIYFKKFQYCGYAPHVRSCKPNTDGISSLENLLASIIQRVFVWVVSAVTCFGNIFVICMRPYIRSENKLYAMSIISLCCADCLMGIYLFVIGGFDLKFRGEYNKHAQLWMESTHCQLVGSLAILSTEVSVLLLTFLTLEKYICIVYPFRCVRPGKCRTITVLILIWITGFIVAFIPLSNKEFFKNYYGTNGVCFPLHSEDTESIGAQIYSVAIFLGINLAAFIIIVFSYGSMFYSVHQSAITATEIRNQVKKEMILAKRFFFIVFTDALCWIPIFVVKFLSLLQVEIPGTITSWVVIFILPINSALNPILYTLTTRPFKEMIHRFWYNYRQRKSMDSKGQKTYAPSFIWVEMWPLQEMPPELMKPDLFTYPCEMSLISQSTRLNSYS
D1 antag: Antagonist of Human D 1 Dopamine Receptor: qHTS | HEK293 TREx D1 cells, calcium flux, dopamine EC80; hits give low values | AID 504652, 2011 | D(1A) dopamine receptor (Homo sapiens), P21728 | activity change, negative = inhibition, % at 10 µM | actives 3.2% (n = 360,000); in the data active = activity change below about -30%; note: % is set by controls: 0 for no effect and ±100 for the full control effect
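Inducible Hek293 Trex D1 cells (tetracycline, overnight, 30 C). Calcium dye 30–90 min RT. Antagonist mode: EC80 dopamine added after 180 s compound read.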
TRHR PAM: qHTS for Small Molecule Agonists and Allosteric Enhancers of Human TRH Receptor: Primary Screen for Enhancers; Thyrotropin-releasing hormone receptor (Homo sapiens), P34981; TRHR cells, fluo-8 calcium fluorescence, EC20 TRH enhancement; enhancement, % at 2 µM; actives 0.66% (n = 360,000); AID 493056, 2011; in the data active = enhancement above about 30%; note: 0% is about no effect
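Enhancer read-out: after compound pinning and an initial kinetic agonist-mode read, an EC20 of TRH (10 nM final) was injected and fluo-8 calcium signal (Ex 480/Em 530) followed at 1 s/cycle for 100 cycles in TRHR-expressing cells.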
D2 potentiator: HTS Assay for Positive Allosteric Modulators of the Human D2 Dopamine Receptor: Primary Screen for Potentiators | D(2) dopamine receptor (Homo sapiens), P14416 | HEK293 T-REx D2, calcium flux, EC20 dopamine potentiation | potentiation, % at 10 µM | actives 0.34% (n = 340,000);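 active = potentiation over 3 SD above the plate norm, cut at about 30% in these data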; note: 0% is about no effect
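Tetracycline-induced HEK293 T-REx cells force-coupled to calcium signalling expressed D2; compounds were pin-added after a 10 s baseline, read kinetically 180 s, then an EC20 dopamine challenge followed with a further 180 s calcium read.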
D2 antag: HTS Assay for Allosteric Antagonists of the Human D2 Dopamine Receptor: Primary Screen for Antagonists | HEK293 TREx D2 cells, calcium flux, dopamine EC80 | actives 2% (n = 340,000) | D(2) dopamine receptor (Homo sapiens), P14416 | inhibition, % at 10 µM; in the data active = inhibition above about 30%; note: 0% is about no effect
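Measurement of antagonist activity uses fluorescent calcium dye in inducible HEK293 T-REx D2 cells: 10 s baseline, compound addition with 180 s read, EC80 dopamine addition with a further 180 s read.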
D2 ag: HTS Assay for Allosteric Agonists of the Human D2 Dopamine Receptor: Primary Screen for Agonists; HEK293 T-REx D2 cells, calcium flux agonist mode; activation, % at 2 µM; actives 0.53% (n = 340,000); AID 485358, 2010;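 active = activation over 3 SD above normal in the single-dose calcium agonist read, cut at about 30% in these data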; note: 0% is about no effect
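Agonism scored from kinetic calcium signal (1 read/sec, 180 s) following compound pin transfer, after a 10 s baseline. Cells: HEK293 Trex line expressing inducible D2 receptor coupled to calcium, dye-loaded after overnight culture at 30 C.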
D1 potentiator: Potentiators of Human D1 Dopamine Receptor: qHTS; HEK293 TREx D1 cells, calcium flux, dopamine EC20 potentiation; potentiation, % at 10 µM; D(1A) dopamine receptor (Homo sapiens), P21728; actives 0.036% (n = 360,000); in the data active = potentiation above about 30%; note: 0% is about no effect
D1 agonist: Allosteric Agonists of the Human D1 Dopamine Receptor: qHTS | D(1A) dopamine receptor (Homo sapiens), P21728 | HEK293 T-REx D1 cells, calcium flux, agonist mode | activation, % at 2 µM | actives 1% (n = 360,000); note: 0% is about no effect
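Tetracycline-induced HEK293 TREx D1 cells, force-coupled to calcium signalling, were dye-loaded with a no-wash calcium kit. Compound was pin-added after a 10 s baseline. Fluorescence was read kinetically at 1 cycle/s for 180 s, with calcium rises flagged as agonism.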
An asterisk follows results filed as active; x = no result given; & = joins results of further samples. Cut-off read from the data, not from the text of the source, unless noted: active = activation above about 30%; inactive = the rest.

Molecule,TRHR agonist,RXFP1 antagonist,D1 antag,TRHR PAM,D2 potentiator,D2 antag,D2 ag,D1 potentiator,D1 agonist
CCOC(=O)c1sc(-c2ccccc2)cc1NC(=O)CSc1nnnn1C,0.3,-15,-16,1,8,-8,0.8,-4,4
CCOC(=O)N1CCN(c2ncnc3c2[nH]c2ccc(F)cc23)CC1,-0.3,-3,-17,-4,-2,-2,-0.8,-8,15
O=C(Nc1cccc(C(F)(F)F)c1)C1CCCN(S(=O)(=O)c2cccc3nsnc23)C1 (stereo not drawn),0.6,x,8,-4,x,x,0.4,0,-1
c1cnc2ccc(C(c3nnnn3C3CCCCC3)N3CCCCC3)cc2c1 (stereo not drawn),-0.5,0,-24,0,42*,5,0.6,-8,0
O=C(NC1CCCc2ccccc21)N[C@@H](Cc1ccccc1)C(=O)O (stereo partly drawn),1.3,4,-15,19,-7,-1,1.3,2,0
O=C(Cn1cnc2nc3c(cc2c1=O)CCCC3)N1CCN(c2ccccc2)CC1,0.4,-8,1,32*,-7,x,0.2,-1,1
CC1Cc2ccccc2N1C(=O)CN1CCCCC1 (stereo not drawn),0.6,-8,-8,0,-2,29,30,0,1
COCCn1c(C)cc(C(=O)CSc2nc3ccccc3c(=O)n2C(C)COC)c1C (stereo not drawn),0.6,-9,4,2,4,-7,-0.8,5,1
CCc1cc2c(=O)c(-c3nc4ccccc4[nH]3)coc2cc1OC(=O)N1CCOCC1,0.4,-11,1,8,1,23,0.4,-4,1
Cc1ccc([N+](=O)[O-])cc1S(=O)(=O)Nc1ccccn1,0.1,2,-17,1,4,-2,2.6,-6,2
COc1ccc2ccccc2c1/C=N/NC(=O)c1sc(N)c(C#N)c1C,0.2,-6,11,11,8,-19,6.8,-8,3
O=C(NCCc1c[nH]c2ccccc12)c1cnc2n(c1=O)CCS2,-0.4,x,-2,-2,-3,9,0.6,0,3
O=C(C1=C[C@@H](c2ccc3c(c2)OCO3)C[C@@H](OCc2ccc(CO)cc2)O1)N1CCOCC1,0.0,x,7,14,14,-2,0.1,1,-4
O=C(Nc1ccc([N+](=O)[O-])cc1)/C(=C/c1cccc([N+](=O)[O-])c1)NC(=O)C1CCCCC1,-1.7,25,-5,2,-1,3,-0.7,-3,10
Cc1cc(C)c(C(N)=O)c(NC(=O)Nc2ccccc2Cl)n1,0.0,2,8,19,3,-27,0.1,-3,2
O=C(CCn1nc(-c2ccccc2)c2ccccc2c1=O)NCC1CCCO1 (stereo not drawn),-2.3,-10,-8,11,2,-11,-0.8,-4,3
CC(CC(=O)O)CC(=O)Nc1cccc([N+](=O)[O-])c1 (stereo not drawn),0.9,-7,15,6,-1,-7,0.3,-2,2
Cc1cc(-c2ccc(C(C)C)c(S(=O)(=O)Nc3ccccn3)c2)on1,-0.4,1,-22,-4,-4,31*,-0.9,-3,0
Nc1cccc(Oc2ccc3c(c2)C(=O)NC3=O)c1,-0.5,9,-8,2,-5,-15,-1.1,-24,1
CCCCC1(Cc2cccc([N+](=O)[O-])c2)C(=O)N(c2ccccc2)N(c2ccccc2)C1=O,-0.2,-6,-10,-3,-1,-6,-0.6,-7,5
CC(C)COCC(O)CC(Cc1ccccc1)C(=O)NN (stereo not drawn),-0.3,-12,1,-5,-6,-3,0.4,5,1
Cc1ccc(/C=N/N=C/c2ccc(C)s2)s1,-0.4,26,12,-2,-2,3,-1.0,-2,-1
CCOc1ccc2nc(SC3CC(=O)N(c4ccccc4)C3=O)sc2c1 (stereo not drawn),-0.1,-31,-22,-5,-1,10,-0.2,-3,-1
O=C(O)CCCn1cc(NC(=O)c2ccc(F)cc2)cn1,0.7,-1,4,8,-6,4,-0.2,-5,1
CCOc1ccc(-c2ccc(SCC(=O)N3CCOCC3)nn2)cc1,-0.3,-15,-6,-4,-2,-13,1.9,0,3
CCC(C)(C)NC(=O)CN(C(=O)c1csnn1)c1ccccc1-c1ccccc1,0.7,-8,6,-14,-8,-1,-0.1,8,1
COc1ccc(N2CCN(C(=O)C(=O)c3c(C)n(C)c4ccccc34)CC2)cc1,-0.2,5,-6,7,3,-10,1.1,0,0
Cc1ccccc1NC(=O)CSc1nnc(Cc2cccn2C)n1-c1ccc(F)cc1,-0.6,12,18,8,16,-8,-2.5,2,0
COc1ccc(N2CCN(Cc3nc4c(c(=O)[nH]c(=O)n4C)n3Cc3ccc(C)cc3)CC2)cc1,-1.7,5,10,-2,-27,x,0.0,-4,0
Cc1cc(C)nc(SCc2ccc(C(=O)NN=C3C4CC5CC(C4)CC3C5)cc2)n1,-0.6,-14,-27,-1,7,-4,-0.4,1,1
CCC1CCCCN1C(=S)NC(=O)c1ccc([N+](=O)[O-])cc1 (stereo not drawn),1.3,10,2,1,-5,10,1.1,-4,2
NC(=O)c1ccc(-c2csnn2)cc1,-0.3,-12,-14,-2,-3,3,0.2,-1,1
COc1ccc(C(=O)Nc2ccc(Cl)c(Cl)c2)c(OC)n1,-0.1,-20,-1,-7,-9,-2,0.3,-1,5
CCC(C)(C)n1nnnc1C(c1cc2cc(C)ccc2[nH]c1=O)N1CCCc2ccccc21 (stereo not drawn),1.2,-10,4,15,5,10,0.6,4,0
CCOc1cccc(CNCCO)c1OCc1ccc(Cl)cc1Cl,1.8,-11,8,1,-1,2,1.3,-4,21
COc1c(C)cc(Br)cc1C(=O)Nc1ccc(C)cc1[N+](=O)[O-],0.1,-9,-6,2,8,2,-0.3,-2,4
Cc1cccc(N2CCN(C(=O)c3ccc4c(c3)NC(=O)C(CSCc3ccc(F)cc3)N4)CC2C)c1 (stereo not drawn),0.8,x,-7,-1,-2,6,0.5,-2,4
CCSc1nnc(-c2cnn(-c3ccccc3)c2-n2cccc2)n1C,-0.7,-6,-3,2,18,-9,-0.9,5,1
O=c1cc(CN2CCc3ccccc32)c2ccc(O)cc2o1,0.1,7,1,-3,6,-9,-0.1,-1,-2
CCn1c(=O)c2sccc2n(Cc2ccccc2)c1=O,-0.4,-2,0,2,0,-7,0.4,0,2
CCCCn1c(N)c(N(CCOC)C(=O)c2cc(-c3ccco3)nc3ccccc23)c(=O)[nH]c1=O,0.5,-9,-4,1,-9,17,-0.5,-1,0
CC(C)Oc1ccc(N2CC(C(=O)NC3=NCCS3)CC2=O)cc1 (stereo not drawn),0.2,-3,2,0,14,6,1.0,-4,0
CCc1cccc(C)c1NC(=O)Cn1c(=O)cc(C(F)(F)F)c2c(C)nn(C)c21,-0.4,-10,21,-1,10,x,1.2,-1,0
CCOC(=O)c1c(C)n(C)c2ccc(OCCN(C)C)cc12,-0.3,x,x,-1,-7,27,-0.3,-3,4
Cc1cc(NC(=O)CSc2ccc(-c3ccccc3)nn2)no1,-0.1,-16,-4,-7,2,4,1.5,-9,-2
O=S(=O)(c1ccc(Br)cc1)c1nnn2c1nc(NCCc1ccccc1)c1sccc12,0.7,-16,-3,1,3,x,1.0,-1,4
O=[N+]([O-])c1ccc(-c2n(-c3ccccn3)c3ccccc3[n+]2-c2ccccn2)cc1,1.9,-1,5,-6,0,6,-1.2,-1,0
CCOc1ccc(C2NC(=O)C(C#N)=C(S)N2c2cccc(C)c2)cc1OC (stereo not drawn),0.5,5,-7,2,8,-7,-0.1,-7,3
CCOC(=O)N1CCN(S(=O)(=O)c2ccc(OCC(=O)OC)c(Cl)c2)CC1,0.0,1,-28,5,x,x,x,1,0
NS(=O)(=O)c1cc(C(=O)NC2CCSc3ccccc32)ccc1Cl (stereo not drawn),0.0,-9,-15,3,-8,-24,0.7,-5,1
Cc1ccc(S(=O)(=O)N2CCC(C(=O)NCCCn3ccnc3)CC2)cc1,0.6,-5,1,-7,-5,-24,-0.9,-5,5
Cc1ccc(OCCCC(=O)Nc2ccc(S(=O)(=O)Nc3cc(C)nc(C)n3)cc2)cc1,-0.6,x,-25,-10,x,x,x,-6,1
Clc1ccc(SCc2nc3ccccc3[nH]2)cc1,-0.4,-1,-21,1,-5,1,0.4,-15,8
CCC(=O)c1ccc(OCC(=O)OCC(=O)N2CCCc3ccccc32)cc1,0.7,7,-28,5,2,10,0.5,-7,12
COc1cc2ccccc2nn1,0.1,-6,-28,3,12,-5,0.7,-2,1
Cc1cccc(N2CCN(C(=O)Cn3cccc3)CC2)c1C,0.1,-2,-5,5,15,10,0.4,0,0
COc1ccccc1CN1CCN(C(CC(C)C)c2nnnn2Cc2cccs2)CC1 (stereo not drawn),-1.0,-8,13,3,4,-16,-0.5,5,3
C=CCNC(=S)NCc1ccc(CNC(=S)NCC=C)cc1,0.5,-2,3,1,3,-4,-0.4,-3,2
Cc1ccc(NC(=O)N2CCOCC2)c(C)c1,0.2,-10,x,-10,-6,13,1.0,-3,-2
Cc1cc(S(=O)(=O)N2CCOCC2)ccc1OCC(=O)N1CCCC1,1.4,-3,6,-1,0,-4,0.8,0,2

(further entries)
Molecule,TRHR agonist,RXFP1 antagonist,D1 antag,TRHR PAM,D2 potentiator,D2 antag,D2 ag,D1 potentiator,D1 agonist
NS(=O)(=O)c1ccc2nc(NC(=O)C3=COCCO3)sc2c1,0.1,-14,2,-5,-5,12,1.3,0,1
COc1ccccc1NC(=O)C1CCN(c2ncnc3c2nc2n3CCCCC2)CC1,-2.7&-0.8,-4&-1,-14&16,-8&-3,-6&14,21,0.7&2.0,-9&-6,1&3
COc1cc(/C=C/c2sc3ccccc3[n+]2CCCS(=O)(=O)[O-])ccc1O,13,7,-21,-1,6,-7,12,-6,13
COc1ccccc1N1CCN(C(=O)c2ccncc2)CC1,0.2,16,-9,-2,4,4,0.4,5,2

Look-ups from the entries so far:
COc1cc(/C=C/c2sc3ccccc3[n+]2CCCS(=O)(=O)[O-])ccc1O in D1 potentiator is entered as -6
COc1ccccc1N1CCN(C(=O)c2ccncc2)CC1 in D2 potentiator is entered as 4
